From PubChem BioAssay
DRD3 antagonist – qHTS of D3 Dopamine Receptor Antagonist: qHTS | D3R cells, DiscoveRx beta-arrestin luminescence, antagonist mode; active compounds read low | max response, negative = inhibition, % | 360,000 compounds, 2.5% hits; in the data active = max response below about -50%; inconclusive = no clear call, values can overlap the other calls; note: % is set by controls: 0 for no effect and ±100 for the full control effect; mostly tested at two doses, the higher about 12 µM
Target sequence (P35462 whole entry, looked up): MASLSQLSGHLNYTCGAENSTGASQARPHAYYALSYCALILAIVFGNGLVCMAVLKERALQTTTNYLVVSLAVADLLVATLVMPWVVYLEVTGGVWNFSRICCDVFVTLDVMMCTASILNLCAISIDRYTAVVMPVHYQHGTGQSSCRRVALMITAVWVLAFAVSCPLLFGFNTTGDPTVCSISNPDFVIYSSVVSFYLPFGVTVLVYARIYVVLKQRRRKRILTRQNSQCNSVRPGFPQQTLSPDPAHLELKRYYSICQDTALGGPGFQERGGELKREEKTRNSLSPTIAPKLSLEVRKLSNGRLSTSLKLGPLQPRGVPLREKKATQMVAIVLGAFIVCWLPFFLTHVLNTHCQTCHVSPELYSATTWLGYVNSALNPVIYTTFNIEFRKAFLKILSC
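Cells expressing the human receptor were seeded at 1500 cells/well, incubated overnight at 37 degrees C in 5% CO2, then exposed to library compounds with dopamine controls for 90 minutes at 37 degrees C before luminescent detection.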
FUS suppressor – qHTS for Suppressors of FUS Proteinopathy: Primary screen using FUS-linked yeast assay. S. cerevisiae FUS-expressing, growth rescue, OD600, 24 h. Potency, µM (series often up to 76.6 µM), without a hit: at the highest dose growth rescue (activation), usual class: activators. 390,000 compounds, 0.24% hits. AID 1347120, 2019;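 note: potency is the fitted concentration of half-maximal effect; plate controls were DMSO vehicle for no effect and reference control for full effect; nearly all actives have a fitted effect of over 55% in size; some results filed as inactive show a strong effect at the top dose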
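Toxicity suppression screen in FUS-yeast. Cells induced with 2% galactose, starting OD 0.005, treated 24hr at 30C with compounds at multiple final concentrations; growth by OD600.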
GLP1R inv ag – qHTS of GLP-1 Receptor Inverse Agonists (Inhibition Mode); Potency, µM (top dose mostly 38.3 µM), without a hit: at the highest dose activity change, negative = inhibition, actives largely listed as inhibitors; Glucagon-like peptide 1 receptor (Homo sapiens), P43220; HEK293 GLP-1R CRE-luciferase, luminescence, 24 h; GLP-1R form is constitutively active; 410,000 compounds, 1.6% hits; AID 624417, 2012; note: potency is the fitted concentration of half-maximal effect; % is set by controls: 0 for no effect and ±100 for the full control effect; nearly all actives have a fitted effect of over 55% in size
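Inverse agonism was detected as reduced cAMP-driven luciferase luminescence after 24 h compound treatment. The cells were HEK293 clones expressing constitutively active human GLP-1R with the reporter. Reporter-only and GPR119 cell lines served as counterscreen controls.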
Akt phos inh – HTS Assay for Inhibitors of Akt Phophorylation: Primary Screen | AID 651550, 2012 | activity change, % for hits at 50 µM | Neuro2A IGF-stimulated pAkt S473 HTRF, 20 min; active compounds read low | 360,000 compounds, 0.32% hits; in the data active = activity change below about -80%; inconclusive = mostly about -51% to -80%; note: % is set by controls: 0 for no effect and ±100 for the full control effect
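Single-point screen (50 µM final compound) in Neuro2A cells stimulated 20 min with 6 nM IGF at 37 deg C. After lysis, Ser473-phosphorylated Akt read by HTRF (ex 330 nm, em 615/665 nm) as the 665/615 ratio.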
GLP1R ag – qHTS of GLP-1 Receptor Agonists; Glucagon-like peptide 1 receptor (Homo sapiens), P43220; HEK293 GLP-1R CRE-luciferase, luminescence, 4-6 h; cells express a hypersensitive GLP-1R form; Potency, µM (titrated, usually from 45.6 µM), without a hit: at the top dose activation, usual class: activators; 380,000 compounds, 0.007% hits; note: potency is the fitted concentration of half-maximal effect; % of control where 0% means no effect
PTHR1 agonist – qHTS for PTHR1 Agonists: Primary Screen. Potency, µM (highest dose often 115 µM), for inactives: at the highest dose activation, actives largely listed as activators. 410,000 compounds, 0.075% hits. AID 743266, 2014. HEK293 GP2 PTHR1 cells, GloSensor cAMP luminescence, 1 h; note: potency is the fitted concentration of half-maximal effect; nearly all actives have a fitted effect of over 55% in size; some results filed as inactive show a strong effect at the top dose; inactives centre near -15; many of its hits are not listed in these tables
Target sequence (Q03431 whole entry, looked up): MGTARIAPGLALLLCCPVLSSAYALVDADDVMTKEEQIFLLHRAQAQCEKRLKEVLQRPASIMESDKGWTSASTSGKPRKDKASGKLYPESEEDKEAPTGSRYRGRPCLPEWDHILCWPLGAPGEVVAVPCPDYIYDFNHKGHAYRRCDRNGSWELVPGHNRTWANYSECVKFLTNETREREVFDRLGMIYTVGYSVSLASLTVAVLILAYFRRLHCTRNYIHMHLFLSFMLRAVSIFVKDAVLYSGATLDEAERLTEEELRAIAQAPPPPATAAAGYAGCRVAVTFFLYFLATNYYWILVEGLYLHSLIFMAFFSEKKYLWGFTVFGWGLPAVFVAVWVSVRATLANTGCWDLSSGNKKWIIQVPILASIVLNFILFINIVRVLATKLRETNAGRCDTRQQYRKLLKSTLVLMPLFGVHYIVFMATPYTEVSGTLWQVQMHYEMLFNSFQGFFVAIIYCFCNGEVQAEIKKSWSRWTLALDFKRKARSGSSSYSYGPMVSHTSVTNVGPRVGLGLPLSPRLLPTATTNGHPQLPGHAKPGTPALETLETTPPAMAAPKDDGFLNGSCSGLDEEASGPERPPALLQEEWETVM
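HEK-293-derived GP2 cells expressing PTHR1 and a GloSensor cAMP reporter, 3,000/well, plated overnight, given luciferin plus IBMX (each 0.5 mM as added) for 1 h at 37 °C, then compound for 1 h at 37 °C. Luminescence was read after 15 min at room temperature.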
Abeta yeast res – qHTS for compounds that reverse cellular toxicity of Amyloid beta (A-beta) peptide in yeast: Primary Screen; Potency, µM (top dose mostly 46.1 µM), for the others: top-dose growth rescue, most hits filed as activators; 410,000 compounds, 0.063% hits; AID 1347071, 2019; yeast expressing A-beta42, growth rescue, OD600, 48 h; response scale: 0% DMSO, 100% iron-clioquinol control; note: potency is the fitted concentration of half-maximal effect; nearly all actives have a fitted effect of over 55% in size
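Yeast growth medium received pinned compounds, then yeast cells expressing toxic A-beta were added; plates incubated at 30 C for 48 hr. Growth read as absorbance at 600 nm, normalized to DMSO and equimolar FeCl3 plus clioquinol controls.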
aSyn yeast inh – qHTS of alpha-syn Inhibitors; 370,000 compounds, 0.14% hits; Potency, µM (top dose mostly 46.1 µM), inactives show at the highest dose growth rescue (activation), most hits filed as activators; Yeast expressing alpha-synuclein, growth rescue, BacTiter-Glo, 24 h; AID 652106, 2013; note: potency is the fitted concentration of half-maximal effect; % of control where 0% means no effect; nearly all actives have a fitted effect of over 65% in size
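Screening used galactose-induced yeast with toxic alpha-synuclein levels, exposed to compound for 24 hr at 30 deg C. Cell growth, read with BacTiter-Glo luminescence, gave the measured signal.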
TDP43 rescue – qHTS of TDP-43 Inhibitors. TDP-43 expressing yeast growth rescue, BacTiter-Glo, 24 h. 410,000 compounds, 1.8% hits. Potency, µM (highest dose often 46.1 µM), for the others: at the top dose growth rescue (activation), most hits filed as activators; note: potency is the fitted concentration of half-maximal effect; % of control where 0% means no effect; nearly all actives have a fitted effect of over 50% in size
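Yeast cells expressing TDP-43 under galactose induction are exposed to compounds for 24 hr at 30 deg C. BacTiter-Glo luminescence measures growth, so protective compounds score as activators.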
The depositor's hits bear a star; i = inactive; ? = inconclusive; . = no result given; [ ] = remark or other dose. Unless noted, calls come from the whole dose curve; as a rule, active = well fitted curve in the direction sought with a large enough effect; inconclusive = small, poorly fitted or top-dose-only effect, or another doubt; inactive = no such curve, though single readings can be large; an effect the other way counts as inactive or inconclusive. The list is partial; count on the stated rates, not on these rows.

mol	DRD3 antagonist	FUS suppressor	GLP1R inv ag	Akt phos inh	GLP1R ag	PTHR1 agonist	Abeta yeast res	aSyn yeast inh	TDP43 rescue
CCCCN1CC(c2nc3ccccc3n2CCCCOc2c(C)cccc2C)CC1=O (configuration not stated)	.	?	?	.	.	-6%	-73%[inhibitor]	.	6%
c1ccc(Cn2nnnc2C(c2cccs2)N2CCc3ccccc3C2)cc1 (configuration not stated)	-69*	?	-3%	.	0%	i	-26%	?	?
N#C/C(=C/c1ccc(O)cc1)C(=O)NCc1ccc(Cl)cc1	-22	1%	-21%	i	7%	20%	-18%	0%	-13%
CCC(C)c1ccc(OCC(=O)Nc2ccc(CN3CCOCC3)cc2)cc1 (configuration not stated)	-7	.	?	i	1%	-53%[inhibitor]	-8%	20%	1%
CN(C)c1ccc(CN(C(=O)COc2ccccc2)C2CCS(=O)(=O)C2)cc1 (configuration not stated)	-14	45%	0%	i	-1%	i	5%	-14%	-16%
Cc1c(NC(=O)C(C)OC(=O)/C=C/c2ccc(OC(F)F)cc2)c(=O)n(-c2ccccc2)n1C (configuration not stated)	0	3%	-8%	i	1%	i	1%	-3%	11%
CCOC(=O)C1(CCCc2ccccc2)CCN(S(=O)(=O)N(C)C)CC1	24	24%	?	i	5%	-18%	7%	11%	-4%
CC(C)CN(C(=O)COC(=O)c1ccccc1SCC(=O)NC1CCCCCC1)C1CCS(=O)(=O)C1 (configuration not stated)	5	.	6%	i	-7%	-18%	-11%	6%	4%
COc1c(C=O)c(CCN(C)C(=O)c2ccc(F)cc2)cc2c1OCO2	1	-15%	10%	i	8%	-13%	1%	-7%	22%
O=C(CN1CCCCCC1)Nc1ccccc1OC(F)F	?	-8%	?	i	13%	i	-18%	4%	-19%
Cc1ccc(Nc2nc(CSc3nnnn3C)cs2)cc1	-10	30%	-13%	i	4%	11%[57.5 µM]	-3%	0%	?
COc1ccc(CNS(=O)(=O)c2c(C(=O)N3CCCCC3)c(C)n(C)c2C)cc1	1	-18%	0%	i	13%	-4%	-3%	-3%	-12%
Cc1ccccc1C(=O)Nc1ccccc1OCc1cc(=O)n2ccccc2n1	.	-11%	-19%	.	.	-18%	2%	.	0%
COC1OC2COC(c3ccccc3)OC2C2OC12 (configuration not stated)	14	-6%	13%	i	-1%	i	17%	5%	23%
COCCN(CC(=O)NC1CCCCC1)C(=O)CCCC(=O)Nc1ccccn1	15	-15%	0%	i	-5%	15%	-2%	4%	16%
O=S(=O)(CC(O)COc1ccccc1Cl)c1ccccc1 (configuration not stated)	0	-10%	-6%	i	4%	i	7%	11%	14%
Cn1cnc2c(cnn2C)c1=N	1	-20%	32%	i	2%	-14%	10%	6%	1%
O=C(CSc1ccc2ccccc2c1)Nc1ncccn1	7	.	9%	i	6%	i	-4%	13%	-9%
CN1\C(=C/C=C/C=C/C=[N+](C)C)C(C)(C)c2ccccc21	-15	12%	?	i	-1%	-41%[inhibitor]	-84%[inhibitor]	-32%[inhibitor]	-27%
COc1ccc(CCNC(=O)CCC(=O)NC2CCCCC2)cc1OC	-21	-12%	3%	i	-6%	-5%	-8%	-3%	-17%
O=C(Nc1nccs1)c1ccc(S(=O)(=O)N2CCCCC2)cc1	-7	6%	11%	i	4%	-48%[inhibitor]	-13%	1%	8%
O=C(O)C1CCCN(C(=O)c2cccc3ccccc23)C1 (configuration not stated)	9	21%	8%	i	0%	-2%	3%	-4%	-15%
CN(c1ccc(C(=O)Nc2cccc(O)c2)cc1)S(=O)(=O)c1ccccc1	-15	.	?	i	1%	-26%	4%	2%	-3%
Cc1ccc(S(=O)(=O)NC(=O)C2(C)CCN2C(=O)c2ccccc2CCc2ccccc2)nc1 (configuration not stated)	5	2%	2%	i	-2%	i	-4%	2%	5%
COc1cc(C2c3c([nH]c(=O)[nH]c3=O)Nc3ccc4ccccc4c32)cc(OC)c1OC (configuration not stated)	-10	21%	-22%	i	7%	i	-8%	-3%	-22%
CCn1c(=O)c([N+](=O)[O-])c(NC2CCS(=O)(=O)C2)c2ccccc21 (configuration not stated)	-3	7%	3%	i	10%	-2%	-8%	1%	-12%
Cc1ccc(CNS(=O)(=O)c2ccc3c(c2)CC(C)N3C(=O)C2CCC2)cc1 (configuration not stated)	.	3%	12%	.	.	-45%[inhibitor]	-5%	.	-7%
CCOC(=O)c1sc(SC)c2c1CCC/C2=N/OC	12	-14%	12%	i	0%	-1%	-14%	2%	16%
CCOC(=O)c1sc(N2C(=O)c3oc4cc(C)c(C)cc4c(=O)c3C2c2ccc(C)cc2)nc1C (configuration not stated)	.	-19%	-1%	.	.	3%	-17%	.	-9%
CCOCCCNC(=O)Cn1nc(C)n2c(cc3cc(C)ccc32)c1=O	.	14%	1%	.	.	-25%	-16%	.	17%

Gathered by group, the entries above with two or more sulfur atoms
mol	DRD3 antagonist	FUS suppressor	GLP1R inv ag	Akt phos inh	GLP1R ag	PTHR1 agonist	Abeta yeast res	aSyn yeast inh	TDP43 rescue
CC(C)CN(C(=O)COC(=O)c1ccccc1SCC(=O)NC1CCCCCC1)C1CCS(=O)(=O)C1 (configuration not stated)	5	.	6%	i	-7%	-18%	-11%	6%	4%
Cc1ccc(Nc2nc(CSc3nnnn3C)cs2)cc1	-10	30%	-13%	i	4%	11%[57.5 µM]	-3%	0%	?
O=C(Nc1nccs1)c1ccc(S(=O)(=O)N2CCCCC2)cc1	-7	6%	11%	i	4%	-48%[inhibitor]	-13%	1%	8%
CCOC(=O)c1sc(SC)c2c1CCC/C2=N/OC	12	-14%	12%	i	0%	-1%	-14%	2%	16%

(next part)
mol	DRD3 antagonist	FUS suppressor	GLP1R inv ag	Akt phos inh	GLP1R ag	PTHR1 agonist	Abeta yeast res	aSyn yeast inh	TDP43 rescue
CCn1c(-c2cccc(S(=O)(=O)N3CCCC3)c2)n[nH]c1=S	-4	-14%	8%	i	13%	i	-2%	-18%	9%
CCc1ccc(OC(=O)CSc2nnc(-c3ccc4c(c3)OCO4)o2)cc1	.	-7%	-5%	.	.	i	-51%[inhibitor]	.	18%
Cc1csc(NC(=O)CSc2nccn2Cc2ccco2)n1	-3	18%	5%	i	6%	30%	3%	-6%	6%
CCOC(=O)NCc1ccc(S(=O)(=O)Nc2ccccc2C)cc1	23	18%	0%	i	-6%	-9%[57.5 µM]	5%	12%	8%
CCOc1ccc(S(=O)(=O)Nc2cccc(C(=O)NCC(C)(C)N3CCOCC3)c2)cc1	0	5%	40%[activator]	i	13%	i	9%	1%	-6%
Cc1ccc2sc(=O)[nH]c2c1	2	-10%	17%	i	-1%	i	16%	0%	5%
CCN(CCNC(=O)c1ccc(CSc2nc3ccncc3[nH]2)cc1)c1ccccc1	6	-9%	2%	i	5%	-3%	0%	-3%	0%
COc1ccccc1NS(=O)(=O)c1cccc(C(=O)NCC2(N3CCCCC3)CCCCC2)c1	-25	8%	?	i	3%	i	1%	-2%	-20%
Cc1ccc(S(=O)(=O)N2CCCCC2)cc1NC(=O)COC(=O)CNC(=O)c1cc(Cl)cc([N+](=O)[O-])c1	9	22%	1%	i	10%	-38%[inhibitor]	15%	0%	23%
Cc1ccc(SCC(=O)OCC(=O)NC2CCCCCC2)cc1	16	2%	23%	i	-3%	-9%	1%	11%	5%
CCc1cnc2c(c1SCC(=O)N1CCC(C)CC1)c(=O)n(C)c(=O)n2C	.	10%	8%	.	.	-3%	-13%	.	12%
COc1ccccc1C(=O)NNC(=O)C(=O)NC(C)(C)C	5	-17%	-2%	i	-4%	i	12%	0%	-6%
Cc1ccc(NC(=O)C2OCCc3ccccc32)cc1Cl (configuration not stated)	-15	4%	?	i	15%	i	2%	20%	?
COC(=O)C1=CN(Cc2ccc(OC)cc2)C=C(C(=O)OC)C1c1ccsc1	19	19%	?	i	0%	-15%	-16%	7%	7%
C=CCn1c(SCC(=O)NCc2cccs2)nnc1C1CCCCC1	-11	22%	-6%	i	5%	14%[57.5 µM]	4%	0%	-6%
O=C(CSc1nncs1)NNC(=O)c1ccco1	1	-12%	-6%	i	3%	i	6%	0%	7%
COc1ccc(NC(=O)CCNC(=O)c2ccccc2)cc1S(N)(=O)=O	-7	15%	30%	i	14%	i	4%	5%	4%
COc1ccc(-n2nc(C(=O)Nc3cccc(C)n3)c3c4ccccc4n(C)c3c2=O)cc1Cl	.	-4%	6%	.	-1%	-15%	-1%	.	16%
O=C(CSc1nnc(C2CC2)n1Cc1ccco1)NCC(F)(F)F	20	9%	-2%	i	-1%	-14%	4%	3%	-9%
CCOc1cc(CNc2ccc3c(c2)CCC3)ccc1O	?	24%	?	i	0%	-25%	-2%	-1%	0%
Cc1cc(C)n(CCNC(=O)[C@H]2O[C@@H](n3cnc4c(N)ncnc43)[C@H](O)[C@@H]2O)n1	-26	-15%	2%	i	14%	20%	-14%	-2%	6%
COc1ccc(NC2CCCN(C(=O)c3cc(CC(C)C)nc(N)n3)C2)cc1 (configuration not stated)	31	11%	-10%	i	-3%	-19%	-10%	7%	13%
CCOC(=O)N1CCc2cc(OC)c(OC)c3c2c1cc1cc(OC)c(OC)cc13	71	.	3%	i	0%	i	-2%	-2%	24%
CCc1nnc2c3ccccc3nc(Nc3ccccc3OC)n12	.	-10%	14%	.	.	?	-6%	.	15%
